KOR beta-arrestin-1: KOR antagonists, beta-arrestin recruitment, cell-based, luminescence, uHTS (AID 1778) | 290,000 tested, 0.091% active | inhibition, % at 10 µM, or IC50 in µM where a hit was titrated | KOR beta-arrestin recruitment, luminescence, antagonist mode; higher % means a stronger effect; note: strong numbers were not always called active
GPR55 LPI antagonism: inhibition of LPI-stimulated GPR55 beta-arrestin translocation – imaging, U2OS, beta-arrestin-GFP, LPI agonist, primary screen (AID 2013). U2OS GPR55 beta-arrestin-GFP translocation imaging, LPI antagonism; higher % means a stronger effect. one-dose inhibition, % at 10 µM; IC50 in µM for titrated hits. 290,000 tested, 0.13% active;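 active = spots per cell inhibited over 60%, with over 100 cells counted and total cytoplasm intensity under 500,000; inconclusive = wells with under 100 cells, flagged as likely toxic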;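 note: U2OS cells stably carrying GPR55 and arrestin-GFP stimulated by 5 µM LPI near EC80; imaged beta-arrestin-GFP aggregate spots per cell after agonist stimulation; plate controls were LPI-stimulated DMSO wells for no effect and DMSO wells without LPI for full effect; some results filed as inactive read as strong as hits; confirmed hits need IC50 under 10 µM and bright autofluorescent wells are also inconclusive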
GPR35 antagonists: GPR35 antagonists blocking zaprinast-driven arrestin recruitment, primary screen, imaging, U2OS, beta-arrestin-GFP, zaprinast agonist (AID 2058); U2OS GPR35 beta-arrestin-GFP translocation imaging, zaprinast antagonism; higher % means a stronger effect; one-dose inhibition, % at 10 µM; IC50 in µM for titrated hits; 290,000 tested, 0.052% active;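 active = inhibition of at least 50% with at least 30 cells and total cytoplasm GFP at most 10,000,000; inconclusive = under 30 cells or total GFP of 10,000,000 plus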
NOD1 NF-kB reporter: NOD1 signaling inhibitors, primary screen, cell-based, luminescence, uHTS (AID 1578) | inhibition, % at 4 µM; hits with a dose series show EC50 in µM | 290,000 tested, 1% active | NOD1-driven NF-kB luciferase reporter cells, luminescence; higher % means a stronger effect; in the data active = inhibition mostly above about 36%, no sharp cut-off; inactive = mostly below about 34%;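 note: HEK-293T reporter cells stimulated with the NOD1 agonist gamma-tri-DAP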
Myeloid diff 2: compounds promoting myeloid differentiation. ER-HoxA9 myeloid progenitors, lysozyme-GFP differentiation, flow cytometry. calls only at 10 µM. 360,000 tested, 1% active. AID 624256;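 active = normalized GFP-positive differentiation at or above the plate's own cutoff, the solvent-only control mean plus 3 SD; inconclusive = no clear call, values can overlap the other calls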;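 note: cells exposed to compound for four days before flow analysis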
HIV peptide binding: inhibitors of HIV fusion peptide binding, primary screen, biochemical, uHTS, fluorescence dequenching (AID 1986); inhibition, % at 20 µM, or IC50 in µM where a hit was titrated; 290,000 tested, 0.3% active; cell-free peptide binding, fluorescence dequenching, 30 min; higher % means a stronger effect; in the data active = inhibition mostly above about 52%, no sharp cut-off; inactive = mostly below about 76%; note: some results filed as inactive read as strong as hits
KOR beta-arrestin-2: kappa opioid receptor activators – cell-based, luminescence, uHTS, primary screen (AID 1777); 280,000 tested, 0.02% active; activation, % at 10 µM; hits with a dose series show EC50 in µM; KOR beta-arrestin recruitment, luminescence; higher % means a stronger effect; in the data active = activation above about 50%, passing the limit was not always enough; note: a part of the inactive calls stands beside numbers as strong as those of hits
GPR55 beta-arrestin: selective activators of receptor GPR55 – imaging, U2OS cells, beta-arrestin-GFP redistribution, primary screen (AID 1961); U2OS GPR55 beta-arrestin-GFP redistribution imaging; higher % means a stronger effect; activation, % at 10 µM; hits with a dose series show EC50 in µM; 290,000 tested, 0.048% active;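 active = activation above 40% with more than 50 cells counted in the well; inconclusive = wells holding fewer than 50 cells, flagged as toxic or sparse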;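 note: U2OS osteosarcoma cells stably expressing GPR55 and beta-arrestin-GFP; plate controls were DMSO negative control for no effect and LPI positive control for full effect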
NOD2 inhibition: inhibition of NOD2-driven NF-kB reporter – cell-based, luminescence, uHTS, HEK293 (AID 1566); inhibition, % at 4 µM, or EC50 in µM where a hit was titrated; 290,000 tested, 0.63% active; HEK293 NOD2/NF-kB luciferase reporter, luminescence; higher % means a stronger effect; note: many of its hits are not listed in these tables
Myeloid diff 2 GFP+ MAC1+ %: further read-out of Myeloid diff 2, marked with its call; GFP+ MAC1+ double positive, %; measured here: differentiation confirmed by MAC1 staining
Numbers without * were called inactive; i = inactive; ? = inconclusive; . = not tested or not shown; [ ] = another dose, or the depositor's remark. Cut-off read from the data, not from the text of the source, unless noted: active = inhibition above about 50%; inactive = the rest. The list is partial; rates above refer to the full screens.

SMILES	KOR beta-arrestin-1	GPR55 LPI antagonism	GPR35 antagonists	NOD1 NF-kB reporter	Myeloid diff 2	Myeloid diff 2 GFP+ MAC1+ %	HIV peptide binding	KOR beta-arrestin-2	GPR55 beta-arrestin	NOD2 inhibition
S=C1NCN(Cc2ccco2)CN1Cc1ccco1	.	7%	12%	6%	i	0.9	-1.8%	-2.2%	0.9%	8%
Cc1ccc(Nc2ccc(C(=O)N3CCCC3)cn2)c(C)c1	-19%	-1%	0%	1%	i	1.0	0.7%	-2.3%	-0.2%	26%
CCc1ccccc1NC(=O)C1CCCN(c2nn3c(=O)cc(C)nc3s2)C1 (stereo unspecified)	12%[20 µM]	2%	-15%	-16%	i	3.6	-0.8%	-6.3%	-0.3%	11%
Cc1ccccc1OCc1nnc2n1CC(C)S2 (stereo unspecified)	-9%	5%	9%	-15%	i	1.2	0.9%	-5.1%	0.2%	-15%
COCCN1C=C(C(=O)OC)C(c2ccc(Cl)cc2)C(C(=O)OC)=C1	7%[20 µM]	11%	-9%	-27%	.	.	-0.2%	-4.5%	-0.1%	12%
CCOc1ccc(CN2C(=O)c3ccccc3Sc3ccc(C(=O)NCCCN4CCOCC4)cc32)cc1	-40%	-15%	21%	-2%	i	0.0	0.1%	0.9%	1.1%	16%
CCCCn1c(C(C)O)nc2ccccc21 (stereo unspecified)	12%	25%	-2%	-20%	i	0.8	-1.0%	7.0%	-0.1%	-8%
Cc1cc(NC(=O)c2ccc(F)cc2)n(-c2ccccn2)n1	7%	18%	4%	-27%	i	1.0	0.9%	1.0%	0.0%	-1%
CCOC(=O)C1=C(c2ccccc2)NC(=O)NC1c1ccc(N(C)C)cc1 (stereo unspecified)	21%	13%	14%	5%	i	6.7	-2.2%	9.4%	0.3%	20%
COc1ccc2c(C)cc(SCC(=O)Nc3cc(C(N)=O)cc(C(N)=O)c3)nc2c1	-2%	-12%	-10%	-7%	i	0.6	2.6%	0.5%	-0.1%	14%

Next section, starting with the last 2 of the part before.
SMILES	KOR beta-arrestin-1	GPR55 LPI antagonism	GPR35 antagonists	NOD1 NF-kB reporter	Myeloid diff 2	Myeloid diff 2 GFP+ MAC1+ %	HIV peptide binding	KOR beta-arrestin-2	GPR55 beta-arrestin	NOD2 inhibition
CCOC(=O)C1=C(c2ccccc2)NC(=O)NC1c1ccc(N(C)C)cc1 (stereo unspecified)	21%	13%	14%	5%	i	6.7	-2.2%	9.4%	0.3%	20%
COc1ccc2c(C)cc(SCC(=O)Nc3cc(C(N)=O)cc(C(N)=O)c3)nc2c1	-2%	-12%	-10%	-7%	i	0.6	2.6%	0.5%	-0.1%	14%
O=C(NCc1ccc(Cl)cc1)c1cc(-c2cccs2)on1	2%	5%	-5%	7%	i	5.7	4.0%	-2.8%	-0.1%	-15%
CCCCc1cn([C@@H](CCCCN)C(=O)N2CCNCC2)nn1	0%	12%	-15%	-11%	i	1.2	22%	0.1%	-0.1%	13%
Cc1noc(C)c1C(c1ccccc1)S(=O)(=O)c1ccccc1 (stereo unspecified)	0%	16%	-4%	-16%	i	0.4	-1.8%	-0.8%	0.0%	16%
CCOc1ccc(/C=C2/C(=N)N3OC(C)=CC3=NC2=O)cc1OC	-16%	-2%	3%	-19%	i	0.4	3.4%	-7.5%	0.7%	9%
O=C(OC1CSc2nc3ccccc3n2C1)c1ccco1 (stereo unspecified)	-1%	-2%	-4%	7%	i	2.1	5.1%	7.3%	-0.3%	7%
O=C(Nc1nc(COc2ccccc2)cs1)c1ccccc1F	-12%	8%	8%	-26%	i	0.3	-0.1%	-1.1%	0.4%	-37%
CCN(CC)CCNc1nc2cc(OC)c(OC)cc2c2nc(-c3ccccc3)nn12	-38%	21%	0%	-26%	i	0.5	0.4%	3.8%	-0.1%	-24%
COC(=O)C1=C(Nc2ccc(C)cc2)C=C(C)C(C(=O)OC)C1c1ccc(OC)cc1 (stereo unspecified)	-20%	-6%	-10%	32%	i	1.3	-0.5%	2.1%	-0.1%	-16%
N#Cc1cn(-c2ccccc2)nc1-c1ccccc1	6%	0%	4%	-32%	i	3.4	-1.4%	-0.2%	-0.1%	-22%
O=C(Nc1ccc(OC(F)(F)F)cc1)C1CCCN(S(=O)(=O)c2cnc[nH]2)C1 (stereo unspecified)	-32%	-8%	-16%	12%	i	1.6	0.7%	3.5%	-0.2%	6%
COc1ccc(C(CNC(=O)COc2ccccc2-c2ccccc2)N2CCOCC2)cc1 (stereo unspecified)	-11%	-4%	-7%	-20%	i	0.7	0.6%	-2.2%	0.2%	0%
CC(C)NC(=O)NC(=O)CSc1nncs1	-21%	11%	5%	-30%	i	0.2	0.3%	-1.7%	-0.4%	14%
NC(=O)C1CCN(C(=O)/C(=C/c2ccccc2)NC(=O)c2ccccc2)CC1	-6%[20 µM]	-8%	11%	-26%	i	0.3	-1.7%	-2.8%	-0.1%	3%
Cc1cccc(N2CC(C(=O)Nc3ccc(S(=O)(=O)N4CCCCC4)cc3)CC2=O)c1C (stereo unspecified)	3%	10%	3%	1%	i	0.5	6.5%	2.6%	-0.1%	9%
Cc1ccc(-n2nnnc2Sc2ccc(S(=O)(=O)NCCN(C)C)cc2[N+](=O)[O-])cc1	-9%	-10%	-2%	71%	?	.	-2.1%	9.1%	-0.8%	-2%
O=C(OCc1ccccc1C(F)(F)F)c1cc([N+](=O)[O-])ccc1N1CCOCC1	-31%	-7%	-3%	-12%	i	5.1	0.4%	11%	-0.1%	-45%
CCCCN(C)C(=O)c1ccc(CS(=O)(=O)c2ccccc2C)o1	10%	5%	-3%	-12%	i	1.0	-1.1%	0.9%	-0.5%	30%
O=C(NCC1CCCO1)c1ccc(NC(=O)c2cc(F)c(F)cc2Cl)cc1 (stereo unspecified)	-17%	-4%	8%	27%	i	0.8	-2.8%	2.0%	-0.1%	16%
COc1cc(SC#N)ccc1N=Cc1c(C)[nH]n(-c2cccc3ccccc23)c1=O	-44%	12%	-14%	-1%	.	.	-1.9%	3.5%	-0.3%	-11%
CC(=O)NC(CCS(C)(=O)=O)C(=O)Nc1ccc(C)c(F)c1 (stereo unspecified)	-51%	5%	0%	-12%	i	1.6	-0.9%	5.7%	0.0%	4%
CCN(CC)S(=O)(=O)c1cccc(C(=O)Nc2nnc(C)s2)c1	-35%[20 µM]	8%	4%	27%	i	0.0	-0.2%	.	-0.1%	10%
Clc1ccc(OCc2nc(-c3ccncc3)no2)cc1	-4%	?	2%	-19%	i	3.4	-0.5%	1.5%	0.3%	-38%
Cc1cccc(NC(=O)/C(=C\c2cccs2)NC(=O)c2ccccc2)c1	-2%	-11%	-10%	19%	i	0.6	-2.3%	2.6%	-0.2%	14%
COC(=O)c1sc(-c2ccccc2)cc1NC(=O)c1ccccc1	-16%	-6%	18%	-5%	i	0.5	-0.9%	4.4%	-0.2%	14%
CC(Oc1ccccc1)C(=O)N=C1SC2CS(=O)(=O)CC2N1CCc1ccccc1 (stereo unspecified)	-18%	-4%	-18%	-2%	i	2.2	2.0%	7.0%	-0.1%	0%
CCC(=O)N(Cc1cc2ccc(C)cc2[nH]c1=O)c1ccccc1OC	-32%[20 µM]	0%	3%	-35%	i	0.6	-0.3%	1.6%	0.2%	-3%
Cc1nnc(SCC(=O)Nc2ccc3c(c2)OCCO3)n1N	-5%	3%	0%	-2%	i	0.8	-0.9%	-4.7%	-0.1%	6%
O=C1NC2(CCCCC2)C(=O)N1CC(=O)N(Cc1ccccc1)c1ccccc1	16%	12%	21%	-33%	i	1.0	1.6%	-7.3%	-0.1%	-5%
O=C(Cc1ccccc1[N+](=O)[O-])Nc1ccc2c(c1)OCCO2	-4%	4%	8%	5%	i	0.3	-0.5%	3.4%	0.3%	-21%
CCOc1ccc(C(=O)Nc2nnc(NC(=S)Nc3ccccc3)s2)cc1	34%	0%	-8%	-41%	i	0.6	6.5%	-2.4%	-0.2%	14%
Cc1ccc(Cl)cc1NC(=O)C(NS(=O)(=O)c1cccs1)c1ccccc1 (stereo unspecified)	-20%	-11%	-8%	-20%	i	0.8	2.0%	11%	-0.3%	12%

Structural class: the entries above containing a halogen.
SMILES	KOR beta-arrestin-1	GPR55 LPI antagonism	GPR35 antagonists	NOD1 NF-kB reporter	Myeloid diff 2	Myeloid diff 2 GFP+ MAC1+ %	HIV peptide binding	KOR beta-arrestin-2	GPR55 beta-arrestin	NOD2 inhibition
COCCN1C=C(C(=O)OC)C(c2ccc(Cl)cc2)C(C(=O)OC)=C1	7%[20 µM]	11%	-9%	-27%	.	.	-0.2%	-4.5%	-0.1%	12%
Cc1cc(NC(=O)c2ccc(F)cc2)n(-c2ccccn2)n1	7%	18%	4%	-27%	i	1.0	0.9%	1.0%	0.0%	-1%
O=C(NCc1ccc(Cl)cc1)c1cc(-c2cccs2)on1	2%	5%	-5%	7%	i	5.7	4.0%	-2.8%	-0.1%	-15%
O=C(Nc1nc(COc2ccccc2)cs1)c1ccccc1F	-12%	8%	8%	-26%	i	0.3	-0.1%	-1.1%	0.4%	-37%
O=C(Nc1ccc(OC(F)(F)F)cc1)C1CCCN(S(=O)(=O)c2cnc[nH]2)C1 (stereo unspecified)	-32%	-8%	-16%	12%	i	1.6	0.7%	3.5%	-0.2%	6%
O=C(OCc1ccccc1C(F)(F)F)c1cc([N+](=O)[O-])ccc1N1CCOCC1	-31%	-7%	-3%	-12%	i	5.1	0.4%	11%	-0.1%	-45%
O=C(NCC1CCCO1)c1ccc(NC(=O)c2cc(F)c(F)cc2Cl)cc1 (stereo unspecified)	-17%	-4%	8%	27%	i	0.8	-2.8%	2.0%	-0.1%	16%
CC(=O)NC(CCS(C)(=O)=O)C(=O)Nc1ccc(C)c(F)c1 (stereo unspecified)	-51%	5%	0%	-12%	i	1.6	-0.9%	5.7%	0.0%	4%
Clc1ccc(OCc2nc(-c3ccncc3)no2)cc1	-4%	?	2%	-19%	i	3.4	-0.5%	1.5%	0.3%	-38%
Cc1ccc(Cl)cc1NC(=O)C(NS(=O)(=O)c1cccs1)c1ccccc1 (stereo unspecified)	-20%	-11%	-8%	-20%	i	0.8	2.0%	11%	-0.3%	12%
